LmPK inhibitor – LmPK (Leishmania mexicana) enzyme inhibition. Q27686. purified LmPK, Kinase-Glo ATP luminescence, 1 h. Potency, µM (series often up to 57.5 µM), for the others: at the top dose activity change, negative = inhibition, most hits filed as inhibitors. 0.37% of 290,000 active. AID 1721; also: potency is read from the fitted curve at half-maximal effect
Target sequence (Q27686 whole entry, looked up): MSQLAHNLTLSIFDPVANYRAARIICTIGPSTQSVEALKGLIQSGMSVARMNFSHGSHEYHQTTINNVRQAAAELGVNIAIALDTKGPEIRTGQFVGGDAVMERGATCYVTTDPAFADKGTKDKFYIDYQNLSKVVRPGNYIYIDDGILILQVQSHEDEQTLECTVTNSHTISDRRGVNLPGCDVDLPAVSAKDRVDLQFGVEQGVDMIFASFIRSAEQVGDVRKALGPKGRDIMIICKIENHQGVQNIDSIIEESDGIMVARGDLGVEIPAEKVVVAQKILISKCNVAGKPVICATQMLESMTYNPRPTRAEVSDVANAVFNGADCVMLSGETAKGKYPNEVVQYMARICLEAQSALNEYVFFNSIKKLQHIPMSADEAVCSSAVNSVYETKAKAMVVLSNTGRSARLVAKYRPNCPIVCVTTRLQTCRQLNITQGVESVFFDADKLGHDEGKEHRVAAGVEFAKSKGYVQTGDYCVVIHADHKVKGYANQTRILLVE
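Purified LmPK (0.1 nM) with 0.5 mM PEP and 0.1 mM ADP in imidazole buffer pH 7.2 with MgCl2/KCl, 1 h at room temperature. ATP formed was read by luciferase luminescence and normalized to no-enzyme and uninhibited controls.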
AmpC detergent – AmpC beta-lactamase inhibition with detergent present; P00811; AmpC hydrolysis of nitrocefin, absorbance 480 nm, 0.01% Triton; Potency, µM (highest dose often 114 µM), without a hit: at the highest dose activity change, negative = inhibition, hits mostly inhibitors; 0.041% of 370,000 active;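 also: potency is read from the fitted curve at half-maximal effect; 0% = no-compound wells and -100% = no-enzyme wells; nearly all actives have a fitted effect of over 25% in size; some results filed as inactive show a strong effect at the top dose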
Target sequence (P00811 whole entry, looked up): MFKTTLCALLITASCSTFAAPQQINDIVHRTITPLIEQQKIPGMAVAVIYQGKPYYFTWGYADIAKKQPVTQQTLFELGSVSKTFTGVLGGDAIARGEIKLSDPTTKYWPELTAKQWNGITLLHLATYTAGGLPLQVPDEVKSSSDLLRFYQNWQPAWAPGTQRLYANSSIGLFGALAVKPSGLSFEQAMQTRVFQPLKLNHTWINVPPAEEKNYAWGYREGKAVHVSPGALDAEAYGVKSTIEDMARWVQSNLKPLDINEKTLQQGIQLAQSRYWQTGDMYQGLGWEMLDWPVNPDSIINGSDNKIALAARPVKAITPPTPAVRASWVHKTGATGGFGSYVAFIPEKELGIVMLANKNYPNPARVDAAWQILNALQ
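AmpC (5.3 nM in the dispensed reagent) in 20 mM phosphate pH 7.0 with 0.01% (detergent screen) or 0.0001% Triton X-100 was preincubated with compounds for 15 min at room temperature. Nitrocefin was then added from an 800 uM solution, and hydrolysis was followed at 480 nm.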
HCV inhibitor – HCV inhibition | 3.4% of 340,000 active | Potency, µM (top dose mostly 41.8 µM), inactives show at the top dose activity change, negative = inhibition, usual class: inhibitors | Huh7.5.1 HCVcc-Cre infection, luciferase reporter, 44 h; also: potency is read from the fitted curve at half-maximal effect
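Seed cells (1,000/well) for 4 h; treat with compound and infect with HCVcc-Cre, moi about 0.5. Incubate 44 h, then detect luciferase activity.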
AMA1-RON2 inh – disrupts binding of P. falciparum AMA1 to RON2. AlphaScreen AMA1-biotinylated RON2 peptide binding. Potency, µM (highest dose often 58.2 µM), inactives show at the top dose activity change, negative = inhibition, most hits filed as inhibitors. 0.2% of 360,000 active. AID 720542;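 also: potency is read from the fitted curve at half-maximal effect; 0% = vehicle wells and -100% = peptide control; nearly all actives have a fitted effect of over 45% in size; some results filed as inactive show a strong effect at the top dose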
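AMA1 (3D7) with his tag at 25 nM final met compounds first, then biotinylated RON2 peptide at 25 nM; detection used donor plus acceptor beads, 10 µg/mL apiece, read by AlphaScreen after 30 min at room temperature.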
HCMV antiviral – human cytomegalovirus inhibition. HFF cells, HCMV-luciferase reporter, 72 h; active compounds read low. activity change, negative = inhibition, % at 57.5 µM. 4.5% of 410,000 active. AID 1259415; in the data active = activity change below about -60%; inconclusive = no clear call, values can overlap the other calls; inactive = above about -39%
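Compounds were evaluated in HFFs infected with an HCMV luciferase reporter virus (MOI 1 PFU/cell). Luciferase in lysates collected 72 h post infection served as the replication measure.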
AmpC inh no detg – inhibitors of E. coli AmpC beta-lactamase without detergent; P00811; AmpC nitrocefin hydrolysis, absorbance 480 nm, 0.0001% Triton; Potency, µM (series often up to 57.1 µM), inactives show top-dose activity change, negative = inhibition, actives largely listed as inhibitors; 0.52% of 330,000 active; AID 485341;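 also: potency is read from the fitted curve at half-maximal effect; plate controls were no compound for no effect and no enzyme for full effect; nearly all actives have a fitted effect of over 20% in size; some results filed as inactive show a strong effect at the top dose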
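20 mM phosphate pH 7.0 + 0.01% (detergent screen) or 0.0001% Triton X-100; 5.3 nM AmpC reagent; cpd preinc 15 min RT; nitrocefin (800 uM stock) to start; A480 q20 s × 4 min; Activity was normalised to no-enzyme and no-compound control wells.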
Tb PYK inh – blocks Trypanosoma brucei pyruvate kinase; TbPYK enzyme, Kinase-Glo Plus ATP luminescence, 45 min; Potency, µM (highest dose often 76.8 µM), for the others: top-dose activity, negative = inhibition, actives largely listed as inhibitors; 0.12% of 410,000 active; also: potency is read from the fitted curve at half-maximal effect; nearly all actives have a fitted effect of over 50% in size
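ADP (130 uM final) triggers the TbPYK reaction after compound addition; incubation is 45 min at room temperature. Kinase-Glo Plus is then added and luminescence imaged. Normalized data are fitted to concentration-effect curves.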
Starred values were filed as active, the others as inactive; ? = inconclusive; · = no result given; [ ] = another dose, or the depositor's remark. Unless noted, calls follow the shape of the dose curve; as a rule, active = well fitted curve in the direction sought with a large enough effect; inconclusive = small, poorly fitted or top-dose-only effect, or another doubt; inactive = no such curve, though single readings can be large; an effect the other way counts as inactive or inconclusive. Unless noted, % is scaled to controls: 0 for no effect and ±100 for the full control effect.

1	Oc1ccccc1-c1cc(-c2ccc(F)cc2)n[nH]1
2	COc1ccc(NC(=O)c2oc3ccccc3c2C)cn1
3	COc1ccc(OCc2nnc(SCC(=O)Nc3ccc(C)cc3)o2)cc1
4	O=C(c1cnn2c(C(F)(F)F)cc(-c3cccs3)nc12)N1CCN(Cc2ccccc2)CC1
5	COc1ccc2oc(=O)c(C(=O)Nc3ccc(C(=O)O)cc3)cc2c1
6	COc1ncc(-c2cccc3nccn23)c(OC)n1

compound no.,1,2,3,4,5,6
LmPK inhibitor,2.8%,-7.9%,1.4%,3.6%,·,·
AmpC detergent,?,4.8%,-4.6%,?,11.3%,·
HCV inhibitor,?,4.8%,17.5%,?,·,·
AMA1-RON2 inh,67.2%[activator],-12.7%,3.6%,-2.3%,·,23.8%
HCMV antiviral,125.8,128.8,-11.9,-11.9,18.1,9.2
AmpC inh no detg,-48.1%,10.9%,-12.6%,177.9%[activator],·,·
Tb PYK inh,2.5%,2.1%,-1.2%,-3.9%,-14.7%,-3.3%

From compound 1 as far as 3, as listed above:
1	Oc1ccccc1-c1cc(-c2ccc(F)cc2)n[nH]1
2	COc1ccc(NC(=O)c2oc3ccccc3c2C)cn1
3	COc1ccc(OCc2nnc(SCC(=O)Nc3ccc(C)cc3)o2)cc1

compound no.,1,2,3
LmPK inhibitor,2.8%,-7.9%,1.4%
AmpC detergent,?,4.8%,-4.6%
HCV inhibitor,?,4.8%,17.5%
AMA1-RON2 inh,67.2%[activator],-12.7%,3.6%
HCMV antiviral,125.8,128.8,-11.9
AmpC inh no detg,-48.1%,10.9%,-12.6%
Tb PYK inh,2.5%,2.1%,-1.2%

Further results follow.
7	Cc1ccc(Cl)cc1-c1cc(C(=O)Nc2ccc(F)cc2)[nH]n1
8	O=c1c(C(c2ccc(Br)cc2)c2c(O)nc3n(c2=O)CCS3)c(O)nc2n1CCS2
9	COC(=O)c1sccc1NC(=O)CC1NCCNC1=O (stereo not drawn)
10	CCOC(=O)[C@H]1[C@H]2COc3cc(OC)ccc3[C@@H]2N2C(=O)CN(CC3CCCO3)C(=O)[C@@]12C (stereo partly drawn)
11	CCN(C[C@H]1N[C@@](Cc2ccccc2)(C(=O)OC)[C@H]2C(=O)N(Cc3ccccc3)C(=O)[C@@H]12)C(=O)c1ccccc1
12	CCCCCc1ccc(OCCCC[n+]2ccccc2)c(CCCCC)c1

compound no.,7,8,9,10,11,12
LmPK inhibitor,·,4.1%,0.4%,·,·,4.7%[11.5 µM]
AmpC detergent,·,4.6%,3.6%,-3.9%,·,-8.8%
HCV inhibitor,·,6.5%,22.5%,-14.1%,5.0%,-26.5%
AMA1-RON2 inh,12.9%,-12.1%,108.2%[activator],-0.7%,-0.9%,-13.6%
HCMV antiviral,14.4,-20.4,59.7,-8.5,?,·
AmpC inh no detg,·,-48.6%,18.3%,48.1%,-6.0%,231.7%[activator]
Tb PYK inh,-9.8%,-4.4%,-2.5%,-3.6%,-5.9%,-8.5%

13	O=C(CSc1ccc(Cl)cc1)Nc1ccccc1
14	CCCn1cc(S(=O)(=O)c2ccc(F)cc2)c(=O)c2cc(OCC)ccc21
15	COC(=O)c1ccc(CSC2=NC[C@@H]3[C@@H]4C(=O)N(C)C(=O)[C@@H]4[C@](C)(C(=O)OC)N23)cc1
16	COc1ccc(CNc2nc(-c3ccc(Cl)cc3)cc(C(F)(F)F)n2)cc1
17	C=CCOc1c(Cl)cc(CNc2nccs2)cc1OC
18	Cc1cc(=O)[nH]c(SCC(=O)NC(C)C2CC3CCC2C3)c1C#N (stereo not drawn)

compound no.,13,14,15,16,17,18
LmPK inhibitor,·,4.9%,·,·,0.5%,6.6%
AmpC detergent,·,2.5%,·,-3.9%,5.7%,-2.9%
HCV inhibitor,·,-23.6%,-2.9%[8.37 µM],·,33.3%[activator],-11.6%
AMA1-RON2 inh,6.7%,-0.3%,5.6%,·,-6.0%,-9.8%
HCMV antiviral,-16.3,-67.3*,11.6,-7.1,41.9,5.5
AmpC inh no detg,·,-11.7%,-5.7%,·,-11.1%,-35.4%
Tb PYK inh,-7.4%,-2.7%,-4.2%,2.2%,-5.4%,2.9%

Record cards, as listed above. Values in the order: LmPK inhibitor | AmpC detergent | HCV inhibitor | AMA1-RON2 inh | HCMV antiviral | AmpC inh no detg | Tb PYK inh
Listed for `Cc1cc(=O)[nH]c(SCC(=O)NC(C)C2CC3CCC2C3)c1C#N` (stereo not drawn) → 6.6% | -2.9% | -11.6% | -9.8% | 5.5 | -35.4% | 2.9%
Listed for `COc1ccc(CNc2nc(-c3ccc(Cl)cc3)cc(C(F)(F)F)n2)cc1` → · | -3.9% | · | · | -7.1 | · | 2.2%

(next part)
19	Cc1ccc(/C=N/N2CCN(Cc3cccc4ccccc34)CC2)s1
20	CCn1c(SCC(=O)Nc2nc(-c3ccccc3)cs2)nnc1-c1ccccc1
21	O=C(NC1CCN(Cc2ccccc2)CC1)c1cc(S(=O)(=O)Nc2ccc(F)cc2)ccc1Cl
22	CC(/C=C1\SC(=S)N(CCCC(=O)Nc2ccc(C(=O)O)cc2)C1=O)=C\c1ccccc1
23	Cc1ccc(C(=O)NCC(=O)N2CCN(c3cccc(Cl)c3)CC2)s1
24	CCCCC[C@@H](O)c1cc2ccccc2c(=O)o1

compound no.,19,20,21,22,23,24
LmPK inhibitor,-10.8%,-0.6%,·,2.7%,·,·
AmpC detergent,-4.7%,?,-5.7%,-11.6%,·,·
HCV inhibitor,-11.6%,?,?,-13.3%,2.8%,-10.5%
AMA1-RON2 inh,-20.7%,-11.9%,-1.1%,-16.9%,8.2%,6.7%
HCMV antiviral,-1.2,25.5,-38.4,-13.7,7.3,-9.6
AmpC inh no detg,-10.1%,-7.7%,-1.4%,-39.7%,-15.6%,-18.7%
Tb PYK inh,-1.5%,-7.0%,1.1%,-3.5%,-0.6%,-0.3%

25	Cc1ccccc1C(=O)Nc1ccc(S(=O)(=O)NCC2CCCO2)cc1 (stereo not drawn)
26	Cn1nc(C(=O)NC2CCCCC2)c2c1-c1ccccc1SC2
27	CCOc1ccccc1NC(=O)c1c(NCc2ccc(C)o2)sc2c1CCCCC2
28	Cc1ccc(S(=O)(=O)N2CCCCC2)cc1C(=O)N1CCN(c2ccccn2)CC1
29	CCOC(=O)Cn1nc(C)c(NC(=O)c2ccc(Br)o2)c1C
30	CCc1nc2c(OCC(=O)C(C)(C)C)cccn2c1N(C)C(=O)COc1ccccc1

compound no.,25,26,27,28,29,30
LmPK inhibitor,·,1.7%,·,2.9%,1.9%,·
AmpC detergent,·,-15.3%,-1.2%,3.7%,-6.5%,·
HCV inhibitor,·,6.5%,·,-17.4%,21.4%,·
AMA1-RON2 inh,-4.7%,1.4%,·,-3.3%,-8.2%,12.6%
HCMV antiviral,-23.2,37.0,8.2,6.8,-13.6,10.2
AmpC inh no detg,·,-20.1%,·,99.7%[activator],-9.3%,·
Tb PYK inh,-8.7%,1.2%,?,-6.8%,-0.8%,2.6%

31	Cc1cc(C)c2c(n1)sc1c(N3CCN(C)CC3)ncnc12
32	c1cc(-c2ccc(N3CCOCC3)cc2)n2cnnc2c1
33	CCN(CC)c1ccc(NC(=O)CCCN2C(=O)C(c3ccccc3)Oc3cccnc32)c(C)c1 (stereo not drawn)
34	CCOc1ccccc1-n1c(SC(C)C(=O)NCC2CCCO2)nc2ccccc2c1=O (stereo not drawn)
35	CCOc1ccc(CCN2C(=S)N([C@@H](Cc3ccc(O)cc3)CN3CCCC3CN3C(=S)NC[C@@H]3Cc3ccc(O)cc3)C[C@@H]2CC(C)C)cc1 (stereo partly drawn)
36	O=C(NCc1ccc(OC(F)(F)F)cc1)C1CC2Cn3c(nc4ccccc43)C2N1c1ccccc1 (stereo not drawn)

compound no.,31,32,33,34,35,36
LmPK inhibitor,0.1%,·,·,·,·,-1.0%
AmpC detergent,-9.2%,·,4.1%,-5.6%,·,?
HCV inhibitor,-25.0%,·,·,-1.9%,4.47µM*,-8.1%
AMA1-RON2 inh,-6.1%,57.4%[activator],·,18.6%,40.3%[activator],-3.1%
HCMV antiviral,81.5,47.5,12.0,-35.1,-79.5*,54.5
AmpC inh no detg,-6.0%,·,·,31.2%,·,26.5%
Tb PYK inh,0.4%,-2.6%,-7.9%,-6.2%,-4.8%,-9.7%

37	Cc1cc(-c2nnc(CCC(=O)NCc3cccc(C(F)(F)F)c3)o2)no1
38	CC1(C)CC(=O)c2cnc(NC(=O)Cc3ccc(Cl)cc3)nc2C1
39	Cc1ccc(NC(=O)CSc2nc3ccc(NC(=O)c4ccco4)cc3s2)c(C)c1
40	Nc1nc2n(n1)C1(CCCCC1)C1=C(CCCC1)N2
41	CC1(c2ccccc2)NC(=O)N(CC(=O)Nc2cccc(/C=C/c3ccccn3)c2)C1=O (stereo not drawn)
42	OCCC1CN(Cc2cccn2-c2cccnc2)CCN1C1CCCC1 (stereo not drawn)

compound no.,37,38,39,40,41,42
LmPK inhibitor,6.6%,2.2%,·,3.1%,·,-1.9%
AmpC detergent,2.4%,-4.4%,1.9%,-21.2%,?,-2.9%
HCV inhibitor,16.7%,-2.4%,·,·,?,-12.0%
AMA1-RON2 inh,27.4%,4.1%,·,·,-20.4%,-1.2%
HCMV antiviral,44.8,-13.2,-23.9,·,-10.6,-23.1
AmpC inh no detg,12.3%,-19.0%,·,1.5%,-14.2%,-3.3%
Tb PYK inh,2.3%,-15.6%,2.3%,·,3.7%,3.3%

43	CC(C)(C)Cc1nnc(NS(=O)(=O)Cc2ccccc2)s1
44	Cc1ccnc(NC(=O)c2cc(S(=O)(=O)N3CCCCC3)ccc2Cl)c1
45	COc1ccc(S(=O)(=O)Nc2ccc3c(c2)CC(=O)N([C@@H](C)CO)C[C@@H](C)[C@@H](CN(C)Cc2ccccc2)O3)cc1
46	O=C(NCC(=O)N(CC1CCCO1)C(C(=O)NC1CCCCC1)c1ccccc1)c1cccs1 (stereo not drawn)
47	COc1ccccc1C(C(=O)NCc1ccccc1)N(C(=O)c1csnn1)C1CC1 (stereo not drawn)
48	COc1ccccc1C1c2ccc3ccccc3c2Oc2ncn(CCCO)c(=N)c21 (stereo not drawn)

compound no.,43,44,45,46,47,48
LmPK inhibitor,7.5%,2.6%,·,-1.6%,-1.6%,0.0%
AmpC detergent,?,5.4%,·,1.8%,-10.3%,0.3%
HCV inhibitor,-1.7%,22.9%,?,-0.6%,13.4%,?
AMA1-RON2 inh,24.9%,-8.8%,0.0%,0.8%,12.5%,-16.9%
HCMV antiviral,-20.6,0.6,-11.9,-24.8,13.8,·
AmpC inh no detg,-11.6%,-28.8%,264.4%[activator],35.2%,5.5%,157.7%[activator]
Tb PYK inh,-6.9%,-0.5%,-1.5%,-3.9%,-7.6%,-16.8%

Screens (PubChem)
